# Growth percent in the NCI-60 one-dose screen (48 h, 10 µM unless noted): 100 = growth as untreated, 0 = no growth, -100 = all killed.
# A549/ATCC: A549/ATCC NSCLC | 81,000 tested, 3.7% active
# SK-MEL-2: SK-MEL-2 melanoma | AID 1794763 | 77,000 tested, 4.7% active
# HOP-62: HOP-62 NSCLC | 80,000 tested, 3.9% active
# M14: M14 melanoma. 80,000 tested, 6.2% active. AID 1794745
# SK-MEL-28: SK-MEL-28 melanoma. 81,000 tested, 4.1% active. AID 1794761
# EKVX: EKVX NSCLC | 71,000 tested, 3% active
# HOP-92: HOP-92 NSCLC cells | 71,000 tested, 6.3% active
# SK-MEL-5: SK-MEL-5 melanoma. 80,000 tested, 6.4% active. AID 1794755
# * hit, by the source's call; . = not tested or not shown; & = joins results of further samples; [ ] = another dose, or the depositor's remark. The calls were made as follows: active = growth percent below 10; inactive = the rest. Compounds as they come (roughly 11% active in at least one column).
no.	SMILES	A549/ATCC	SK-MEL-2	HOP-62	M14
1	O=Cc1ccccc1OCc1cn(CC(=O)Nc2nc3ccccc3s2)nn1	97.5	107.6	101.0	98.2
2	CC(=O)O[C@@H]1CCN2C(=O)Nc3cc(C(F)(F)F)ccc3[C@@H]2C1	96.4	95.4	97.9	101.1
3	CCCCCCC#Cc1ccc(S(=O)(=O)Nc2cccc(-c3csc(NC(C)=O)n3)c2)cc1	60.1	97.0	95.3	92.9
4	COc1cccc(OC)c1-c1nnn(C)c1C(=O)N1CCN(c2ccc(C#N)cc2Cl)CC1	102.7	109.7	102.0	94.7
5	Cc1ccc(Cl)c(S(N)(=O)=O)c1	106.9	88.6	100.4	97.1
6	CCn1c(N/N=C\c2ccc(OC)cc2)nc2c1c(=O)n(C)c(=O)n2C	103.8	114.4	110.9	99.1
7	CSCCC(NC(=O)CCc1nc2c(=O)[nH]c(=S)[nH]c2[nH]c1=O)C(=O)O (stereo unspecified)	104.7	102.8	93.1	101.0
8	COC(=O)c1ccc([N+](=O)[O-])cc1I	84.2	82.9	87.8	102.6
9	CCC(C)C(O)Cc1cc(O)cc(=O)o1 (stereo unspecified)	86.7	123.3	111.7	112.0
10	COC(=O)Cc1[nH]cnc1C(N)=O	98.7	98.9	98.2	100.6

no.	SK-MEL-28	EKVX	HOP-92	SK-MEL-5
1	101.9	91.5	105.8	101.6
2	.	109.5	107.4	101.5
3	97.4	52.0	91.9	83.3
4	100.1	93.8	88.0	99.2
5	106.5	110.2	131.0	118.4
6	112.5	105.9	111.9	99.2
7	100.2	97.1	101.1	100.7
8	106.3	105.8	100.7	102.1
9	96.6	.	70.8	100.7
10	120.7	105.2	87.3	97.8

# Other records
no.	SMILES	A549/ATCC	SK-MEL-2	HOP-62	M14
11	Cc1cc2c(n1C)CSc1cc(S(=O)(=O)c3ccccc3)c(=O)[nH]c1-2	91.6[100 µM]	103.5[100 µM]	155.9[100 µM]	60.4[100 µM]
12	COc1cccc(-c2nn(-c3ccccc3)cc2-c2ccnc(N3CCN(C(=O)c4ccccc4)CC3)c2)c1	71.7	89.0	113.2	81.2
13	CCOC(=O)c1cnc2c(-c3nc4ccccc4s3)c(Nc3ccccc3)nn2c1N	91.4	102.4	100.7	97.2
14	CCN1C(=O)N(CC)C2Nn3c(s/c(=C\c4cccnc4)c3=O)=NC21 (stereo unspecified)	99.3	94.9	84.0	97.5
15	Nn1c(NNC(=O)C2CCCN2)n[nH]c1=S (stereo unspecified)	107.2	102.2	107.9	96.1
16	Cc1cc(O)c(/C=N/C(=S)NCCc2ccccc2)c(=O)o1	110.3	118.4	95.6	96.4
17	COc1ccc(-c2cc(-c3nnc(SCC(=O)c4ccccc4)n3-c3ccccc3)c3ccccc3n2)cc1	78.2	101.9	86.2	88.1
18	Fc1cnc2[nH]cc(-c3csc(-c4c[nH]c5ncccc45)n3)c2c1	97.5	90.6	85.7	72.0
19	O=C(CN1C(=O)/C(=C/c2ccccc2)SC1=S)N1CCOCC1	97.4	125.2	97.0	88.5
20	Clc1cccc(Cn2cc(CSc3nc4ccccc4o3)nn2)c1	98.3	96.7	94.0	101.3

no.	SK-MEL-28	EKVX	HOP-92	SK-MEL-5
11	89.6[100 µM]	67.4[100 µM]	72.5[100 µM]	52.0[100 µM]
12	84.2	103.1	71.2	49.8
13	101.7	113.2	102.9	97.0
14	95.5	100.6	72.7	81.8
15	99.4	103.2	86.3	101.0
16	108.0	100.4	106.7	109.8
17	109.3	91.6	107.4	95.1
18	102.6	48.0	.	86.6
19	96.5	96.3	102.2	97.0
20	98.0	99.9	109.0	101.5

# Next compounds.
no.	SMILES	A549/ATCC	SK-MEL-2	HOP-62	M14
21	CO[C@H](C(=O)[C@@H](O)[C@@H](C)O)[C@@H]1Cc2cc3cc(O[C@H]4C[C@@H](O[C@H]5C[C@@H](O)[C@H](O)C(C)O5)[C@H](O)C(C)O4)c(C)c(O)c3c(O)c2C(=O)[C@H]1O[C@H]1C[C@@H](O[C@H]2C[C@@H](O[C@H]3C[C@@H](OC)[C@H](O)C(C)O3)[C@@H](O)C(C)O2)C(O)(O)C(C)O1 (stereo partly specified)	3.6*	-79.2*	-3.6*	11.1
22	N#Cc1ccc(C(=O)Nc2nc3ccc(OC(F)(F)F)cc3o2)cc1	98.6	118.1	113.2	115.7
23	CSc1nn(-c2ccccc2)c2ncnc(Oc3ccccc3)c12	87.3	80.6	96.7	102.5
24	CC1(C)CC(=O)C2=C(C1)N(c1ccc(OC(F)(F)F)cc1)C(N)=C(C#N)C2c1cc(Br)ccc1F (stereo unspecified)	77.6	92.2	101.0	86.9
25	COc1cc(CNC(=O)c2cc(OC)c(OC)c(OC)c2)ccc1O	97.9	100.8	93.7	100.7
26	O=CN1N=C(c2cccc(Nc3ccncc3)c2)CC1c1ccc(F)cc1 (stereo unspecified)	87.7	97.3	88.4	94.8
27	CC(=O)Nc1ccc(/C=N/Nc2nc3ccccc3s2)cc1	99.9	117.4	102.9	103.5
28	CC(C)C1=NOC(=O)C1=Cc1cn(-c2ccccc2)nc1-c1ccc(F)cc1	81.4	94.6	90.1	67.4
29	O=C(CSc1nc2c(c(=O)[nH]1)CCCC2)Nc1ccccc1C(=O)O	102.8	98.9	104.1	107.5
30	c1ccc(-n2nnnc2-c2cccc3ccccc23)cc1	34.5	23.8	25.9	8.4*

no.	SK-MEL-28	EKVX	HOP-92	SK-MEL-5
21	-15.5*	18.0	9.4*	-51.5*
22	102.2	109.6	.	104.2
23	110.9	.	.	97.0
24	104.5	76.8	85.5	87.8
25	103.4	99.0	96.0	91.8
26	110.7	84.0	79.7	88.0
27	117.2	92.9	104.1	89.8
28	82.7	97.2	89.8	78.9
29	112.5	99.2	116.6	99.3
30	56.5	54.1	.	22.2

# Following part.
no.	SMILES	A549/ATCC	SK-MEL-2	HOP-62	M14
31	CN1CCN(CCCCCN=c2cc3c(=O)n(CCCCCN4CCN(C)CC4)c(=O)c4c(NCCCCCN5CCN(C)CC5)cc5c(O)n(CCCCCN6CCN(C)CC6)c(=O)c2c5c4-3)CC1	5.0*	.	14.6	81.8
32	CC1SC(c2ccc(C(F)(F)F)cc2)N(Nc2ccccc2)C1=O (stereo unspecified)	101.2	99.7	103.2	.
33	C/C(=N\NC(=S)Nc1ccccc1)c1nnn(-c2ccc([N+](=O)[O-])cc2)c1C	91.6	100.6	81.3	87.6
34	FC(F)(F)c1ccc(-c2cccc3c2C2CC3CCN2Cc2ccccc2)cc1 (stereo unspecified)	90.2	89.8	98.0	84.3
35	CC(C)C(=O)OC(c1cc2c(cc1Br)OCO2)C(C)Br (stereo unspecified)	103.6	122.7	103.1	103.1
36	COc1c(/C=N/N=c2sc(C(C)=O)nn2-c2ccc([N+](=O)[O-])cc2)c(O)cc2oc(C)cc(=O)c12	105.3	102.3	86.5	96.5
37	NC1N=C(Nc2ccccc2)N=CC(c2cc3cc(Br)ccc3oc2=O)=N1 (stereo unspecified)	74.0	88.7	88.2	90.2
38	COc1ccc(OC)c(C2OC(c3cc(OC)c4ccccc4c3OC(C)=O)=NN2C(C)=O)c1 (stereo unspecified)	99.1	111.9	96.7	94.6
39	CCNc1cc2oc(=O)cc(C)c2cc1C	89.1	115.5	92.7	103.6
40	NC(CCCCC(=O)O)C(=O)O (stereo unspecified)	99.6	112.2	101.1	120.9

no.	SK-MEL-28	EKVX	HOP-92	SK-MEL-5
31	-34.8*	-11.4*	2.9*	44.3
32	113.1	96.2	114.8	97.8
33	104.1	86.7	102.7	97.0
34	88.2	92.5	88.5	80.1
35	99.8	98.8	89.6	102.3
36	104.8	94.4	84.2	99.5
37	104.3	92.6	90.7	94.3
38	94.8	.	90.3	83.7
39	102.0	98.6	76.7	97.2
40	126.3	99.7	107.9	100.5

# Next section:
no.	SMILES	A549/ATCC	SK-MEL-2	HOP-62	M14
41	NC1=NC(c2c[nH]c3ccccc23)C2=C(N1)c1ccccc1C2 (stereo unspecified)	87.9	80.8	95.0	102.1
42	CC(=O)c1c(C)n(-c2ccccc2)c2c1c(-c1ccc(C)o1)nc1ccccc12	87.2	98.9	102.4	98.5
43	COc1ccc(N2CCN(/C(=N/c3sc(-c4ccccc4)nc3-c3ccccc3)c3ccc(C)cc3)CC2)cc1	100.8	116.9	111.8	103.5
44	C=CCn1c(SC/C(=N\O)c2ccc(C)cc2)nnc1-c1c[nH]c2ccccc12	95.1	99.0	91.3	94.4
45	NS(=O)(=O)c1ccc(NCc2nc(NC(Cc3ccccc3)C(=O)O)c3ccccc3n2)cc1 (stereo unspecified)	103.8	98.5	114.9	97.2
46	O=C1CCCN1C1CCN(Cc2ccc(Cl)cc2)c2ccc(Cl)cc21 (stereo unspecified)	71.5	87.4	84.3	72.3
47	CCOC(=O)/C(C#N)=C\Nc1ccccc1Cl	91.3	100.2	100.7	106.2
48	COC(=O)c1c2c(n3ccccc13)C(=O)c1ccccc1C2=O	-49.1*	75.3	68.7	63.6
49	BrCCCOc1cccc(OCCCBr)c1	58.7	82.6	75.6	92.3
50	CCOC(=O)NCc1ccco1	94.3	113.8	102.6	104.7

no.	SK-MEL-28	EKVX	HOP-92	SK-MEL-5
41	105.1	.	62.1	94.2
42	93.8	.	41.0	83.7
43	100.1	88.7	109.1	84.1
44	105.6	82.3	92.0	89.0
45	106.9	.	.	.
46	96.6	70.1	.	48.6
47	106.0	98.9	99.6	96.5
48	106.2	70.9	77.8	18.1
49	100.8	93.2	61.6	87.4
50	108.4	103.4	106.1	107.4

# Three compounds from above, ordered by length of the SMILES, largest number first.
no.	SMILES	A549/ATCC	SK-MEL-2	HOP-62	M14
43	COc1ccc(N2CCN(/C(=N/c3sc(-c4ccccc4)nc3-c3ccccc3)c3ccc(C)cc3)CC2)cc1	100.8	116.9	111.8	103.5
48	COC(=O)c1c2c(n3ccccc13)C(=O)c1ccccc1C2=O	-49.1*	75.3	68.7	63.6
50	CCOC(=O)NCc1ccco1	94.3	113.8	102.6	104.7

no.	SK-MEL-28	EKVX	HOP-92	SK-MEL-5
43	100.1	88.7	109.1	84.1
48	106.2	70.9	77.8	18.1
50	108.4	103.4	106.1	107.4

# More entries:
no.	SMILES	A549/ATCC	SK-MEL-2	HOP-62	M14
51	CC(C)(C)c1ccc(O)c(CNC2CCCCC2)c1	84.7&99.2	94.6	88.9&118.9	100.7&87.1
52	O=C1C=C(NCCCCCCN2C(=O)c3cccc4cccc(c34)C2=O)C(=O)c2cc3ccccc3cc21	102.3	102.8	92.7	115.3
53	COc1cc(-c2nc(-c3ccccc3)[nH]c2-c2ccnc(NCCCNS(=O)(=O)c3ccccc3)n2)ccc1F	54.0	87.2	132.2	60.8
54	C=CCSc1nnc(-c2ccc(-c3ccc(Cl)cc3)nc2C)o1	100.1	101.8	104.4	99.0
55	CC(C)CCC[C@@H](C)[C@H]1CC[C@H]2[C@@H]3CC=C4c5sc(Nc6ccccn6)nc5CC[C@]4(C)[C@H]3CC[C@]12C	107.8	127.7	80.9	108.1
56	COc1ccc(C(=O)N2CCN(C(=O)c3cc(OC)c(OC)c(OC)c3)CC2)cc1OCCCCOc1cc2c(cc1OC)C(=O)N1CCC[C@H]1C=N2	76.8	31.9	105.2	115.1
57	N/C(=N\c1nc2ccccc2s1)NC(=O)N(Cc1ccccc1)Cc1ccccc1	79.5	96.2	89.1	89.6
58	COc1cc2ncnc(Nc3ccc(Oc4ccnc(C)c4)c(C)c3)c2cc1NC(=O)CC1CCSS1 (stereo unspecified)	-63.8*	-57.7*	-50.7*	-65.1*
59	C=CCN1CCN(/C(=N/c2sc(-c3ccccc3)nc2-c2ccccc2)c2ccccc2)CC1	97.7	104.7	101.8	105.2
60	COc1ccc(Cl)cc1NC(=O)c1cc2c(n1C)-c1nc(N)sc1CCC2	64.2	78.5	77.3	50.9

no.	SK-MEL-28	EKVX	HOP-92	SK-MEL-5
51	98.3&104.8	108.2	84.3&72.4	79.2&92.6
52	110.5	95.7	.	100.8
53	71.5	60.7	114.8	66.6
54	100.5	94.6	81.1	99.8
55	112.5	107.8	106.5	101.7
56	136.0	112.6	70.9	71.0
57	110.3	68.1	77.1	61.8
58	-66.0*	-1.7*	62.6	-89.1*
59	98.5	92.6	.	93.9
60	62.6	79.4	103.4	56.7

# More records:
no.	SMILES	A549/ATCC	SK-MEL-2	HOP-62	M14
61	CCN(CC)c1nc(SCC(=O)Nc2nc3ccc(C)cc3s2)nc(-c2ccccc2)c1C#N	79.4	92.0	91.9	100.7
62	NS(=O)(=O)c1ccc(Nc2nc(N/N=C/c3ccc4c(c3)OCO4)nc(Nc3ccccc3)n2)cc1	74.7	55.8	29.0	38.7
63	O=C(C[n+]1ccncc1)c1ccc2ccccc2c1	96.9	97.8	93.1	75.0
64	CC(C)n1cc(C(C)(C)C)nc1SSc1nc(C(C)(C)C)cn1C(C)C	101.9	.	105.5	107.9
65	COC(=O)C(C(C[N+](=O)[O-])c1ccccc1)=P(c1ccccc1)(c1ccccc1)c1ccccc1 (stereo unspecified)	101.3	89.4	96.1	76.3
66	NS(=O)(=O)c1cc2c(cc1Cl)NC(CSCc1ccccc1)=NS2(=O)=O	92.0	114.9	103.0	99.8
67	CC(=O)/C(=C/N1CCNC1=S)C(=O)Nc1ccccc1C	99.0	116.3	93.2	98.6
68	CN(C)CCCN(c1ccccc1)c1ccccc1	100.2	110.9	97.4	100.9
69	CC(C)(C)OC(=O)c1ccc(NCc2cc(O)ccc2O)cc1	40.9	47.7	45.1	44.5
70	CCOC(=O)C1=C(N)N(c2ccccc2)C2=C(C(=O)CC(C)(C)C2)C1c1ccc(OC)cc1 (stereo unspecified)	93.3	83.8	92.7	96.6

no.	SK-MEL-28	EKVX	HOP-92	SK-MEL-5
61	103.1	81.0	55.4	90.2
62	67.5	73.2	66.0	54.3
63	49.9	71.9	74.4	91.5
64	122.8	117.6	111.0	117.6
65	109.3	.	.	98.5
66	109.0	105.3	102.6	.
67	102.1	98.0	113.1	98.5
68	106.6	99.0	108.0	100.3
69	8.4*	50.1	17.5	52.4
70	104.3	93.8	90.4	95.9

# Bioassay records (PubChem)
